Source: PubChem BioAssay
ABCB6 inh 2: inhibitors of human ABC transporter ABCB6 | actives 0.19% (n = 360,000) | fluorescence ratio to DMSO, % at 10 µM | AID 602162 | K562-ABCB6 porphyrin accumulation, flow cytometry, 1 h; stronger effect = lower value;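 active = fluorescence ratio to DMSO below 75%, the collection mean minus 3 SD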;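 also: signal is porphyrin accumulated inside mitochondria; 100% equals median channel fluorescence of DMSO control wells; lower ratio means ABCB6 inhibition with less porphyrin fluorescence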
NCOA2 inhibitor: human SRC2 (NCOA2) inhibition. Q15596. HEK293 GAL4-SRC2 luciferase reporter, luminescence. actives 0.17% (n = 370,000). inhibition, % at 9 µM;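 active = inhibition above the mean inhibition of all tested compounds plus 3 SD, set per campaign, cut at about 52% in these data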;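 also: 0% = DMSO treated cells and 100% = cells given Gossypol at 36 µM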
MC4R ag barr: activates human MC4R beta-arrestin recruitment; P32245; actives 0.98% (n = 360,000); activation, % at 8.9 µM; AID 540308; U2OS MC4R beta-arrestin complementation, luminescence; percent of melanotan II response, DMSO zero;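 active = activation above a per-plate cutoff, the mean activation of sample wells on that plate plus 3 SD, cut at about 8% in these data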
ABHD5 PLIN5 PPI: blocks binding of human ABHD5 to perilipin-5 | inhibition, % at 4 µM | Split G. princeps luciferase complementation, luminescence, 4 h | actives 0.78% (n = 360,000) | AID 602281 | Q00G26+Q8WTS1;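 active = inhibition above the mean inhibition across every tested compound plus 3 SD, cut at about 22% in these data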;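 also: 0% = DMSO only wells and the 100% control is not disclosed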
MC4R antagonist: blocks human MC4R cAMP signaling. P32245. MC4R-expressing cells, MTII-stimulated cAMP, LANCE TR-FRET. inhibition, % at 6.5 µM. actives 0.48% (n = 360,000);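 active = inhibition above its plate's cutoff, the mean of tested wells on that plate plus 3 SD, cut at about 29% in these data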;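 also: 0% = Melanotan II alone and 100% = Melanotan II plus saturating MCL0020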
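System – human MC4R-expressing U2OS cells · Also added – Melanotan II · Dosing – one concentration, 6.5 µM nominal · Timing – 30-min compound, 1-h challenge, 1-h detection, room temperature · Measured by – Eu-cAMP/anti-cAMP TR-FRET, emission 671 nm · Replicates – singlicate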
TLR9-MyD88 inh: TLR9-MyD88 interaction inhibition; inhibition, % at 4.98 µM; AID 504734; CHO BLA complementation TLR9-MyD88, CCF4 FRET ratio; actives 0.21% (n = 340,000); Q9NR96+Q99836;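 active = inhibition above the mean over all tested compounds plus 3 SD, cut at about 21% in these data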;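 also: 0% = DMSO only wells and 100% = clavulanate BLA inhibitor control wells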
HTR2A ag: activates the mouse 5-HT2A serotonin receptor | activation, % at 7.6 µM | actives 0.66% (n = 360,000) | CHO-K1 mHTR2A beta-arrestin complementation, luminescence; percent of 30 µM serotonin response;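 active = activation above a run cutoff, the mean activation of all tested compounds plus 3 SD, cut at about 14% in these data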;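 also: 0% = plate median of compound wells and 100% = 30 µM serotonin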
Target sequence (P35363 whole entry, looked up): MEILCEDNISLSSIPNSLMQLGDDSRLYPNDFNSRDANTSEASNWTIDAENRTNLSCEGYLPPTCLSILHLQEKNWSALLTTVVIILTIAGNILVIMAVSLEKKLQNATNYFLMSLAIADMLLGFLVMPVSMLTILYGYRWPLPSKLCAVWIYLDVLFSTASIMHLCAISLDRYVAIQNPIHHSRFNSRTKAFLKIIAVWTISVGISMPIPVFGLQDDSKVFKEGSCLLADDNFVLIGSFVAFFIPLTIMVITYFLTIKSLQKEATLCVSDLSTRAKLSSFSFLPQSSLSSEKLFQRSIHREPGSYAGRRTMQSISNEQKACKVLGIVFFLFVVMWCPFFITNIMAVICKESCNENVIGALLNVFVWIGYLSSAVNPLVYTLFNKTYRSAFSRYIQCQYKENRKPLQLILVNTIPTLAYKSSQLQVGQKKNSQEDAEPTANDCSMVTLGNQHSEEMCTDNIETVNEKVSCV
NOD2 RIPK2 PPI: blocks binding of human NOD2 to RIPK2 | O43353 | CHO BLA complementation NOD2-RIPK2, CCF4 ratio | actives 0.38% (n = 360,000) | inhibition, % at 4.98 µM; in the data active = inhibition above about 21%;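 also: 0% = vehicle only and 100% = reference blocker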
Target sequence (O43353 whole entry, looked up): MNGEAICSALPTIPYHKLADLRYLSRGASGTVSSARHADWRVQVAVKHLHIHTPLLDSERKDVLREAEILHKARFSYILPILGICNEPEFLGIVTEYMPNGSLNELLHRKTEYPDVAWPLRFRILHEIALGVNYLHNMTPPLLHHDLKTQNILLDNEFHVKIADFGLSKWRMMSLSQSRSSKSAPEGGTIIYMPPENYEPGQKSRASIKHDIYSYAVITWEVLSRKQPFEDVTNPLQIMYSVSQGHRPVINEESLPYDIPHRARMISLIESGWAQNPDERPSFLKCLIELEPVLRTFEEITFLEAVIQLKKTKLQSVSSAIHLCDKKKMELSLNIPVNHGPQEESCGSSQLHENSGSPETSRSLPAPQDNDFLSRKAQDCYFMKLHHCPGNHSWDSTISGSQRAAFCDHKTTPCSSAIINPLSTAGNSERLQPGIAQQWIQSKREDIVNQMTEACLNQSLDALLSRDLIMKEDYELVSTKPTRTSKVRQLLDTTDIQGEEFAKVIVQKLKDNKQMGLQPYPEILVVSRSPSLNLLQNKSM
Glyco luc inh: blocks N-linked glycosylation in D54 reporter cells | D54 ERlucT glycosylation luciferase reporter, 24 h; percent of 100 nM tunicamycin response | reporter increase, % at 12.5 µM | actives 0.23% (n = 360,000) | AID 588692;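 active = mean luciferase reporter signal, scaled so untreated is 0 and the glycosylation-blocking control 100, at or above a set limit in every replicate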;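 also: luciferase carries N-glycosylation sites so blocking glycosylation raises the light; 0% = median of neutral control wells and 100% = median of 100 nM tunicamycin wells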
Cardio protect: modulators protecting cardiomyocytes from myocardial damage. H9c2 cardiomyocytes, H2O2 injury protection, ATPLite, 2 h. protection from H2O2 cell death, % at 20 µM. actives 0.63% (n = 360,000);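 active = compounds giving at least 50% protection of heart cells from peroxide-induced death in the single-dose screen, raw or plate-pattern-corrected value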;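 also: 0% = DMSO wells with peroxide and 100% = DMSO wells without peroxide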
* hit, by the source's call; · = not tested or not shown. Some of the compounds tested, so the mix of outcomes need not match the whole.

SMILES	ABCB6 inh 2	NCOA2 inhibitor	MC4R ag barr	ABHD5 PLIN5 PPI	MC4R antagonist	TLR9-MyD88 inh	HTR2A ag	NOD2 RIPK2 PPI	Glyco luc inh	Cardio protect
O=C(CCn1c(=O)sc2ccccc21)NCc1ccco1	99	-13	-1.6	-2	-2	-16	-3	-7	1	7
CC(NC(=O)COC(=O)CN1C(=O)c2ccccc2C1=O)c1ccccc1 (centres undefined)	94	-31	-0.9	-1	11	1	-2	-2	4	5
CCCCC(=O)N(C)c1c(CC)nc2c(OCc3ccc(Cl)cc3Cl)cccn12	95	6	0.8	9	8	·	-7	-2	7	-1
CCOc1ccc(CC(=O)N2CCN=C2SC)cc1	100	-22	-0.3	7	11	3	-2	9	-1	-5
Cc1cc([N+](=O)[O-])ccc1-c1ccc(C2Nc3ccccc3C(=O)N2O)o1 (centres undefined)	89	-5	1.6	3	21	-2	-2	6	-11	63*
C=CCn1c(N)cc(=O)nc1SCC(=O)Nc1ccccc1C(N)=O	101	4	-1.0	-5	10	15	1	-5	4	-4
CCCOC1CCCN(C(=O)c2cc(COc3cncc(Cl)c3)on2)C1 (centres undefined)	99	-38	-1.5	1	-1	-12	4	-5	-4	-2
CC(=O)Nc1ccc(S(=O)(=O)N(C)c2ccc(OCCOc3ccccc3F)cc2)cc1	102	-6	-0.4	3	12	0	-3	-9	-4	-7
Cc1cccc(NS(=O)(=O)c2ccc3[nH]c(=O)cc(C(=O)O)c3c2)c1	100	-21	0.7	-2	-1	-10	-1	-8	0	-1
Cc1ccc(C)c(CSC2=NCCN2C(=O)Cc2ccc([N+](=O)[O-])cc2)c1	102	-3	1.0	7	-3	-2	0	-6	3	-2
CCc1cc(C(=O)N2CCN(S(=O)(=O)c3ccccc3F)CC2)sc1C	102	-12	-1.2	1	4	3	-4	-7	-4	-2
CCOC(=O)C1(CC2CCCCO2)CCN(C(=O)Nc2cccc(SC)c2)CC1 (centres undefined)	95	2	-1.5	-3	-4	6	0	6	-3	10
COc1cc(SSc2cc(OC)cc([N+](=O)[O-])c2N)c(N)c([N+](=O)[O-])c1	97	-12	-3.3	-9	-10	-9	7	-7	-3	-16
N#C/C(=C\c1cc2ccccc2nc1N1CCCCC1)C(N)=O	105	-5	0.3	-6	3	2	0	17	3	-2
O=C(CCCCCN1C(=O)c2ccccc2C1=O)NC1CCCC1	98	-10	-0.8	-8	7	0	-8	-2	0	-5
CC(=O)c1cccc(-n2nnnc2SCC(=O)NNC(=O)C(C)C)c1	102	3	-4.4	1	24	2	3	-1	2	1
CCCCN(CC)C(=O)Cn1ncc2c3ccccc3n(CCC)c2c1=O	94	1	1.1	-7	-3	-13	6	-3	3	0
COC(=O)C1=C(C(=O)OC)[C@@H]2N(Cc3ccccc3)c3ccccc3[C@@]23C[C@@H](C(=O)OC)N(C(=O)NC(C)(C)C)C3=N1	101	-32	-0.7	7	3	-4	-1	10	-2	-1
O=C(Nc1cccc(NC(=O)c2ccco2)n1)c1ccco1	101	-15	-0.2	-4	-4	4	2	-1	0	2
CCn1c(-c2cc(-c3cccc(OC)c3)nc3ccccc23)n[nH]c1=S	89	13	-1.5	-15	23	7	5	6	1	-4
O=C(Nc1ccccc1)N1CCc2ccccc21	99	-62	1.4	1	-1	-3	0	3	-5	-21
COc1ccc([C@@H]2[C@@H]3C(=O)N(C(C)(C)C)C(=O)[C@@H]3[C@]3(C)C(=O)N(c4cccc(Cl)c4)C(=O)N23)cc1	94	-8	-1.6	-1	1	4	-1	-11	1	1
Cn1c(CNC(=O)c2ccccc2)nnc1SCC(=O)Nc1nccs1	93	-25	-1.2	1	8	16	2	2	-1	-1
CCC(C)NC(=O)CCSCCC(=O)NC(C)CC (centres undefined)	99	3	-0.1	-1	3	-1	1	-2	1	6
Cc1ccc2nc(-c3ccc(NS(=O)(=O)c4ccc(F)cc4)cc3)sc2c1	99	-67	5.7	-14	8	-8	-1	8	-6	-14
CC(C)(C)S(=O)N1Cc2cc(CO)cc(-c3ccccc3)c2[C@H]1CCO (some centres undefined)	107	11	-0.9	-4	11	-12	2	-5	-2	25
Nc1nc(Nc2ccccc2)n[nH]1	91	-45	0.8	-2	6	8	-2	-4	2	3
COc1cc(C(=O)O)cc(NC(=O)c2ccco2)c1OC	95	-32	-2.2	-4	-9	5	6	4	3	-8
C=CCN(CC=C)CC(=O)Nn1c(C)ccc1C	101	19	-2.0	-22	0	-18	1	3	0	5
Cc1ccc2[nH]c(C)c(CCNC(=O)c3cc4cc([N+](=O)[O-])ccc4oc3=O)c2c1	113	6	-1.8	-3	4	-9	-1	0	3	4
O=C(NCc1ccccc1)C(c1cccs1)N(Cc1cccs1)C(=O)c1cnccn1 (centres undefined)	99	-7	-0.7	2	1	7	-2	-6	-2	30
COc1ccc(C=O)cc1C1=CC(=O)C[C@H](c2ccc(Cl)cc2)C1	100	13	-0.9	5	-4	-9	-5	4	8	-7
COc1ccc(C(C)(O)c2nc(-c3ccc(F)cc3OC)cs2)cc1 (centres undefined)	102	17	-0.1	0	-4	·	3	3	18	-11
O=C(COC(=O)c1ccccc1C(F)(F)F)NC(=O)NCc1ccco1	98	-8	0.2	-2	4	11	0	-5	1	2
CCOc1c2ccc(C(=O)N[C@H](C)C3CCCCC3)cc2nn1CC	94	-8	-0.6	-1	-4	-5	-1	-4	1	0
Cc1ccccc1C(=O)N1CCN(c2ccc(NC(=S)NC(=O)c3ccco3)cc2)CC1	89	23	-4.1	1	-3	-13	0	-11	-6	8
CN(CCn1ccnc1)Cc1cn(-c2ccccc2)nc1-c1ccc2c(c1)OCO2	90	0	-0.3	0	11	0	-2	-7	1	-11
CN1C(=O)[C@@](O)(c2cn(C)c3ccccc23)c2cc(Br)ccc21	·	3	·	-3	·	·	-1	-9	·	·
CCCc1nc2ccccc2n1C(CCSC)C(=O)NC(C)(C)C (centres undefined)	·	19	·	3	·	·	3	-5	·	·
CCn1c(C(=O)N2CCC(C(=O)NCc3cccs3)CC2)cc2sccc21	100	13	-0.9	9	1	5	4	6	1	7
Cc1nc2ccc(NC(=O)c3ccc(S(=O)(=O)N(C)c4ccccc4)cc3)cc2s1	97	5	-1.3	5	30*	-7	-3	-1	-6	0
O=C(NNc1nc2cc3c(cc2s1)OCO3)c1cccc(F)c1	102	-49	0.1	-6	12	2	-1	0	2	44
CCOc1ccc(NS(=O)(=O)c2ccc(C(=O)N3CCCCC3)cc2)cc1	96	13	-3.3	-9	12	5	-1	-2	-3	-14
COc1ccc(NC(=O)c2nc[nH]c2C(=O)NCc2ccccc2)cc1	98	15	0.6	1	13	9	3	7	-2	2
CCCCSc1cnn(-c2ccccc2)c(=O)c1SCCCC	95	-2	2.7	1	10	-9	-1	-4	-5	-18
CN(C)C(CNC(=O)c1ccc(NC(=O)c2cccs2)cc1)c1ccccc1 (centres undefined)	100	-7	-1.0	4	4	-1	-9	-6	-4	8
N#CCC(=O)Nc1ccc(C(=O)OCC(=O)NC2CCCCCC2)cc1	91	25	1.1	2	6	-4	2	-6	0	-9
CCCCOc1ccc(NC(=O)Nc2nnc(C)s2)cc1	108	10	1.8	4	9	-9	-1	-5	8	-8
Cc1cccc(NC(=O)c2cc(NC(=O)c3ccco3)ccc2N2CCCCC2)c1	101	·	1.9	-1	6	0	2	-1	0	-10
O=C(COC(=O)c1cc(S(=O)(=O)N2CCOCC2)ccc1F)c1ccc[nH]1	100	-8	-6.2	3	-37	-2	5	9	3	-9
NC(=O)C(c1ccc(Cl)cc1)c1ccc(Sc2ccccc2)nn1 (centres undefined)	73*	12	2.1	7	-1	-2	0	-1	-3	-22
COCCNC(=O)CN1C(=O)COc2ccc(S(=O)(=O)N3CCCCCC3)cc21	100	2	-2.1	6	0	-2	10	-4	0	4
CCOC(=O)C1(CC2CCCCO2)CCN(Cc2nccn2-c2cccc(C)c2)CC1 (centres undefined)	106	24	0.3	5	2	6	2	-7	-1	4
CC(=O)Nc1nc(-c2ccc3ccccc3c2)cs1	98	-62	0.7	-5	-10	-16	6	4	-11	-12
CCOC(=O)c1ccc(OCC2NCCc3cc(OC)c(OC)cc32)cc1 (centres undefined)	101	12	-3.1	5	1	0	-5	7	1	3
O=C(COc1ccc2ccccc2c1)N1CCCC1	92	-59	-1.6	3	9	8	-1	-8	1	8
CCn1c(Cc2cccc3ccccc23)nnc1SCC(=O)Nc1nccs1	95	18	-0.1	2	16	9	-3	-2	-2	-10
COc1cc(/C=C/C(=O)OCC(=O)N(C)Cc2ccccc2)cc(OC)c1OC	97	19	-0.2	-1	-6	-3	-3	1	4	3
O=C(NC1CCCCC1)c1ccc(-c2ccccc2)cc1	99	-19	-0.3	-8	1	4	-3	-5	-3	-1
CN(CCc1ccccn1)c1ccccc1	95	-39	-0.1	-3	2	-13	4	-12	1	2

Given with two lines to a compound: part of the list above
The line under a structure holds: ABCB6 inh 2	NCOA2 inhibitor	MC4R ag barr	ABHD5 PLIN5 PPI	MC4R antagonist	TLR9-MyD88 inh	HTR2A ag	NOD2 RIPK2 PPI	Glyco luc inh	Cardio protect
> Cc1ccccc1C(=O)N1CCN(c2ccc(NC(=S)NC(=O)c3ccco3)cc2)CC1
    89	23	-4.1	1	-3	-13	0	-11	-6	8
> COc1ccc(C(C)(O)c2nc(-c3ccc(F)cc3OC)cs2)cc1 (centres undefined)
    102	17	-0.1	0	-4	·	3	3	18	-11

The list goes on:
SMILES	ABCB6 inh 2	NCOA2 inhibitor	MC4R ag barr	ABHD5 PLIN5 PPI	MC4R antagonist	TLR9-MyD88 inh	HTR2A ag	NOD2 RIPK2 PPI	Glyco luc inh	Cardio protect
CCOC(=O)C1=C(N2CCCCC2)c2cc3c(n2C1=O)CCCC3	97	5	-3.3	2	3	1	-2	-5	0	-5
O=C1OC(c2ccc(Cl)cc2)=N/C1=C\c1cccnc1	99	-6	-2.1	5	5	-7	-2	-8	-1	-1
CN(CCc1ccccc1)C(=O)c1cccc(NC(=O)Cc2cccc(NC(=O)C3CCCN(C(=O)c4ccccc4)C3)c2)c1 (centres undefined)	100	28	-2.3	0	5	-12	0	1	0	-8
CCOc1ccc(S(=O)(=O)N2CCC(C(=O)NCc3ccccc3CN3CCCC3)CC2)cc1	100	0	0.0	0	3	-9	-7	3	-2	-1
CCOc1cc(S(=O)(=O)n2ccc(C)n2)ccc1Br	100	-15	-0.9	-1	7	-12	1	-7	1	2
CCOC(=O)Cn1nc(C)c(NC(=O)COc2ccccc2)c1C	99	-24	-1.2	1	10	0	0	-7	1	0
C=CCOc1ccc(/C=C/C(=O)OCC(=O)NC(C)c2ccc(F)cc2)cc1 (centres undefined)	94	21	7.8	2	-5	-3	-4	-1	1	-13
CNC(=O)C1CCN(S(=O)(=O)c2c(C)noc2/C=C/N(C)C)CC1	97	-6	-1.5	-13	16	0	7	2	2	3
CCn1c(NCc2cc(OC)ccc2OC)nc2ccccc21	95	-2	-1.4	5	4	6	-1	5	0	4
